CCR6 antag = CCR6 (human) receptor antagonism. AID 493098. CHO-K1 CCR6 PathHunter beta-arrestin, luminescence, CCL20-stimulated. actives 0.49% (n = 340,000). P51684. inhibition, % at 20 µM;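 active means compounds whose inhibition of the agonist-driven luminescence signal at 20 µM reaches about 50%, limit read from the data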;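 further: cells stimulated with CCL20 at 14 nM final; plate controls were DMSO with CCL20 for no effect and DMSO without agonist for full effect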
Target sequence (P51684 whole entry, looked up): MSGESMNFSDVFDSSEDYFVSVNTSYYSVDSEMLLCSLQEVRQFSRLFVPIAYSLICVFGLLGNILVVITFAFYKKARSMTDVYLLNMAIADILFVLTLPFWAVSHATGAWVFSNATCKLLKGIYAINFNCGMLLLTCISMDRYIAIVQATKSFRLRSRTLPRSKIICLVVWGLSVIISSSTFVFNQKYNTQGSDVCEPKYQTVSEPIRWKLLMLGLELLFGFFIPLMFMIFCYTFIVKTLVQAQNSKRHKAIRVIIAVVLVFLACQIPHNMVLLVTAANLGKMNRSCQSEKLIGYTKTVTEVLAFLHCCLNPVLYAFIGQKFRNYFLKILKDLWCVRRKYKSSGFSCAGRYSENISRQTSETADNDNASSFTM
APJ antagonist = APJ receptor antagonism | P35414 | CHO-K1 APJ beta-arrestin complementation, luminescence | inhibition, % at 20 µM | actives 0.32% (n = 330,000);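 active means inhibition above about 40% at 20 µM, limit read from the data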;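 further: cells challenged with 10 nM apelin-13 agonist together with compound; plate controls were apelin-13 plus DMSO wells for no effect and DMSO wells lacking apelin-13 for full effect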
APJ agonist = APJ receptor agonism; P35414; CHO-K1 APJ PathHunter beta-arrestin, luminescence; 0% DMSO wells, 100% apelin; activation, % at 20 µM; actives 0.11% (n = 330,000);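 active means activation more than six SD over the plate average, tested at 20 µM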;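 further: 0% = DMSO alone and 100% = apelin-13 at 10 nM; some results filed as inactive read as strong as hits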
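Test system: CHO-K1 APJ beta-arrestin complementation cell line. Amount: cell density 1000 per well. Controls: DMSO negative, 10 nM Apelin-13 positive. Signal: luminescent beta-gal fragment complementation, chemiluminescent substrate. Read-out basis: agonist-driven arrestin binding to APJ. Timing: compound stimulation 90 min at 25 °C, detection 60 min.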
EBI2 block = antagonists of human EBI2 receptor; P32249; EBI2 beta-arrestin recruitment, luminescence, 7a,25-OHC stimulated; inhibition, % at 5 µM; actives 0.81% (n = 360,000); in the data active means inhibition above about 38%;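 further: enzyme fragment complementation signal reports receptor beta-arrestin coupling in cells; 0% = agonist plus DMSO wells and 100% = wells without agonist; some results beyond the cut were filed as inactive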
ATG4B inhibitor = inhibitors of human ATG4B cysteine protease; ATG4B cleavage of LC3-PLA2, NBD-HPC fluorescence, 1 h; inhibition, % at 8.33 µM; actives 0.51% (n = 340,000); AID 504462; in the data active means inhibition above about 40%
UBC13 polyUb = blocks human UBC13 polyubiquitin chain formation; P61088; TR-FRET; inhibition, % at 20 µM; actives 0.47% (n = 330,000); AID 485273; in the data active means inhibition above about 45%, passing the limit was not always enough
Target sequence (P61088 whole entry, looked up): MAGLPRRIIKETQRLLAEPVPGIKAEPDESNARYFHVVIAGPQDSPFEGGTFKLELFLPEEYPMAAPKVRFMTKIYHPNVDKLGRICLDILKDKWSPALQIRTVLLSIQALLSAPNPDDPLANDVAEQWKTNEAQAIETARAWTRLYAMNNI
Gli-Sufu block = antagonists of Gli-Sufu signaling; inhibition, % at 5 µM; AID 588413; actives 0.74% (n = 340,000); Sufu-KO-LIGHT fibroblasts, Gli luciferase reporter luminescence;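 active means inhibition above about 55%, limit read from the data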;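 further: 0% = DMSO-treated cells and 100% = wells with medium but no cells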
CXCR6 block = blocks human CXCR6 beta-arrestin recruitment; O00574; CHO-K1 PathHunter CXCR6 beta-arrestin, luminescence; inhibition, % at 20 µM; actives 0.36% (n = 360,000); AID 602244; in the data active means inhibition above about 34%, passing the limit was not always enough;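 further: antagonist mode with CXCL16 agonist at 10 nM final; 0% = 10 nM CXCL16 with DMSO and 100% = unstimulated wells without agonist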
Target sequence (O00574 whole entry, looked up): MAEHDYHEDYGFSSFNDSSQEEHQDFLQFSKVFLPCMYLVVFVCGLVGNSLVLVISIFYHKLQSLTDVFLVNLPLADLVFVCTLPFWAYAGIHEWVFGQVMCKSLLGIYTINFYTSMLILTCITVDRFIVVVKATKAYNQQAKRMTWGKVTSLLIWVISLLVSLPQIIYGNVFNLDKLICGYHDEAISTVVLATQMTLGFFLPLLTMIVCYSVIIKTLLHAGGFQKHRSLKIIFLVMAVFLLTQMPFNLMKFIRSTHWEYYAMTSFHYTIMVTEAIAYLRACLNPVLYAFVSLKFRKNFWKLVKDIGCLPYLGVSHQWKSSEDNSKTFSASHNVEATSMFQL
An asterisk follows results filed as active; / = not tested or not shown.

cpd	Compound	CXCR6 block	UBC13 polyUb	EBI2 block	CCR6 antag	Gli-Sufu block	APJ agonist	ATG4B inhibitor	APJ antagonist
1	NC(=O)c1oc2ccc(Cl)cc2c1NC(=O)CN1CCOCC1	-5	2	-3	-5	9	-2	-12	11
2	CCCC1=[N+](CC(C)=O)CCn2c(C)ccc21	-3	13	-10	4	11	-3	1	8
3	CS(=O)(=O)N1CCN(C(=O)C2c3ccccc3Oc3ccccc32)CC1	1	-5	-1	-13	2	-1	7	2
4	CCOC(=O)c1cc(NC(=O)Nc2ccccn2)c(C)nc1C	-1	18	-9	15	-7	-1	-4	-2
5	COc1ccc(CCNC(=O)CN(Cc2ccc(Cl)cc2)S(C)(=O)=O)cc1OC	2	-4	9	26	-11	-2	4	13
6	CCNC(=O)CCCOc1ccc(Cl)cc1Cl	-2	3	2	-16	-1	-2	-4	3
7	CCCCOc1ccc(C(=O)NCC(=O)NC(C)CCc2ccccc2)cc1 (configuration not stated)	-4	-7	5	17	-10	1	5	12
8	CCOc1ccccc1N1CCN(S(=O)(=O)c2ccc(Cl)s2)CC1	-3	-11	9	4	6	-4	13	2
9	Cc1ccc(OCC2Cn3c(nc4c3c(=O)[nH]c(=O)n4C)O2)cc1 (configuration not stated)	4	-9	0	-7	0	-2	0	-3
10	O=C(CCS(=O)(=O)c1ccccc1Cl)Nc1ccc(S(=O)(=O)Nc2ncccn2)cc1	1	-1	-7	-4	-4	-6	3	2
11	COc1ccc(OC)c(/C=N/NC(=O)C(=O)N2CCCCCC2)c1	-12	7	8	-4	-3	6	9	7
12	Cc1ccc(Cn2nnnc2CN2CCC(NC(=O)c3ccc(Br)cc3)CC2)cc1	-3	0	25	4	14	0	6	7
13	CCN(Cc1ccncc1)C(=O)c1cc(COc2ccc(OC)cc2Cl)on1	1	-17	7	5	-62	-2	-1	-11
14	COC(=O)C1=C(C)N(Cc2ccccc2)C(=NCCc2ccccn2)N[C@H]1c1cccc(F)c1	12	26	-5	3	15	-1	5	10
15	CCOc1ccc(S(=O)(=O)N2CCOCC2)cc1[N+](=O)[O-]	-1	-19	-9	14	-7	-1	-6	10
16	O=C(NCc1cccnc1)Nc1ccc(Br)cc1Cl	1	2	-2	-8	5	-4	-6	8
17	COc1cc(NC(=O)c2ccc(C)cc2)ccc1NC(=O)c1cc2ccccc2o1	4	-6	-4	8	-12	-5	-3	-10
18	COc1ccc2nc(NC(=O)CSC(C)C(=O)Nc3cc(C)on3)sc2c1 (configuration not stated)	-6	4	7	6	-5	3	-11	11
19	CCOC(=O)C(NC(=O)c1ccccc1)(N1CCOCC1)C(F)(F)F (configuration not stated)	-4	2	-8	3	-1	-7	3	7
20	CC(C)C(NC(=O)c1ccccc1)C(=O)NCc1ccccn1 (configuration not stated)	6	-10	8	6	5	6	4	-6
21	O=C(NCc1cccnc1)c1cc(-c2cccs2)on1	-1	14	7	4	3	-5	-5	-11
22	CCC(c1nnnn1C(C)(C)C)N(Cc1cccs1)Cc1cc2cc(C)c(C)cc2n2nnnc12 (configuration not stated)	/	-7	/	1	-10	-3	1	-1
23	O=C1CC(c2ccccc2)=Nc2ccccc2N1Cc1ccccc1	18	4	11	20	-2	-4	1	2
24	O=C(NC1CCCc2ccccc21)c1ccc2c(c1)OCO2 (configuration not stated)	5	-1	6	2	21	-1	-20	1
25	O=S(=O)(NCc1ccco1)c1ccc(Cl)s1	4	-14	-5	8	1	-2	-2	14
26	CCC(OC(=O)CN1C(=O)C(=O)c2ccccc21)C(=O)Nc1ccc(S(N)(=O)=O)cc1 (configuration not stated)	-9	-6	-7	-17	4	-1	-4	-32
27	Cc1ccc(C(=O)NCC(=O)NC2CCCCCC2)cc1	-11	9	-14	8	-4	-4	0	-12
28	CC(C)CCNc1nc2c(c(=O)n(Cc3cccc(F)c3)c(=O)n2C)n1C	-13	3	4	-3	12	0	-6	-19
29	O=C(OCN1C(=O)c2ccccc2C1=O)c1cccnc1SC(F)F	-6	6	-4	13	22	-3	-14	8
30	Cc1cc(N/C=C/C(=O)c2ccc(Br)cc2)no1	-7	6	-11	0	-3	-1	20	13
31	COc1cccc(OCCOc2ccccc2[N+](=O)[O-])c1	-3	-2	2	11	-14	-4	19	-6
32	Cn1c(SCc2ccccc2)nnc1-c1cccs1	-7	13	-1	-20	6	-4	-8	4
33	O=C(Nc1ccc2ccccc2c1)c1ccc(Cl)cc1Cl	-4	-6	4	0	-123	-2	0	-5
34	CCCCNC(=O)O[C@H]1C[C@@H]2CCN3C(=O)CCC[C@H]([C@H]1Cc1ccccc1)[C@H]23	-1	1	-13	-8	-9	-1	-6	17
35	O=C(CNS(=O)(=O)c1ccccc1)N1CCN(c2ccccc2)CC1	1	2	2	9	-2	-5	-5	13
36	S=c1[nH]nc(-c2ccncc2)n1/N=C/c1cn(-c2ccccc2)nc1-c1ccccc1	-5	-14	13	4	-6	3	0	-18
37	COc1cc(CNC(C)(C)CO)ccc1OCC(=O)Nc1ccc(Br)cc1	-2	-2	-1	17	7	-3	1	-5
38	CS(=O)(=O)c1ccc2nc(NC(=O)C3CC(=O)N(c4ccccc4)C3)sc2c1 (configuration not stated)	-4	-1	0	8	-9	1	-9	15
39	Cc1ccc(C(=O)CNc2nc3c(c(=O)[nH]c(=O)n3C)n2Cc2ccccc2)cc1	9	11	6	4	1	-1	2	19
40	Cc1nnn(-c2nonc2N)c1C(=O)N/N=C/c1cccc2ccccc12	-6	-2	11	-3	-3	-3	-16	19
41	Cc1cc(C)nc(NC(=O)C(C)N2C(=O)c3ccccc3C2=O)n1 (configuration not stated)	-2	0	4	-1	-1	-4	2	-2
42	Cc1[nH]c2ccccc2c1C(=O)CSc1nnc(C2CC2)o1	-11	0	-9	-2	1	0	-1	-2
43	Cc1ccc2cccc(Oc3ncnc4sc(C)c(C)c34)c2n1	5	0	15	10	-25	-2	37	-2
44	CCCC(=O)NCCCCNC(=O)CCC	-5	12	1	-37	5	-1	-10	4
45	Cc1ccc(CCNC(=O)C2CCN(c3nn4c(=O)cc(C)nc4s3)CC2)cc1	-9	-1	-1	-9	26	1	0	-6
46	CCOc1ccc(-c2nnn(CC(=O)N3CCCC(C)C3)n2)cc1 (configuration not stated)	-1	7	3	15	-4	3	-12	11
47	CN(C(=O)COC(=O)c1cncc(Br)c1)C1CCCCC1	-1	7	2	4	19	-5	1	-6
48	O=C(NNC(=O)c1cccnc1)c1ccncc1	-5	1	-1	9	-12	-3	0	-6
49	Cc1cccc(NC(=O)CN2C(=O)NC(C)(c3ccc4c(c3)OCO4)C2=O)c1 (configuration not stated)	-4	7	-3	-9	-4	-3	-10	0
50	Cc1cc(C(F)(F)F)n2nc(-c3cnn(C)c3C(F)(F)F)c(Br)c2n1	-8	11	1	-1	20	-2	-5	-9

Continuation.
cpd	Compound	CXCR6 block	UBC13 polyUb	EBI2 block	CCR6 antag	Gli-Sufu block	APJ agonist	ATG4B inhibitor	APJ antagonist
51	C#CCn1cc(/C=N/Nc2nc3ccccc3[nH]2)c2ccccc21	-15	12	-5	-21	-24	16	-18	-43
52	O=C1N(CCCCN2C(=O)C3(OCCO3)c3ccccc32)c2ccccc2C12OCCO2	-4	-8	-5	-9	1	2	-12	4
53	COc1ccc(C(=O)c2ccc(OC)c(OC)c2)cc1OC	3	27	-5	16	2	1	-16	0
54	COc1ccc(C2=NOC(Cn3nc(-c4ccccc4)cc3C(=O)NCc3cccs3)C2)cc1 (configuration not stated)	10	-2	11	17	12	-3	-8	2
55	CCOC(=O)c1c(C)[nH]c(C)c1C(=O)Cn1nnc(-c2ccccc2C)n1	-2	7	18	6	8	7	-9	46*
56	O=C(CN1CCCc2ccccc21)N1CCc2ccccc21	1	0	11	7	0	-2	11	12
57	CC(C)OCCCNC(=O)c1ccc(CN2CCc3ccccc3C2)cc1	7	-5	5	-2	17	-3	-2	17
58	O=C(NC1CCCCC1)N1CCC(n2cnc3ccccc32)CC1	-5	2	-4	0	0	8	-6	-1
59	c1cc2c3c(cccc3c1)NC1(CCCC1)N2	-6	/	-5	12	4	/	3	/
60	CCOc1ccccc1C(=O)NC(C(=O)N(C)Cc1ccc2c(c1)OCO2)C(C)C (configuration not stated)	6	4	0	3	-5	-1	-12	3

Part of the list above, set out differently.
The line under a structure holds: CXCR6 block, UBC13 polyUb, EBI2 block, CCR6 antag, Gli-Sufu block, APJ agonist, ATG4B inhibitor, APJ antagonist
55: CCOC(=O)c1c(C)[nH]c(C)c1C(=O)Cn1nnc(-c2ccccc2C)n1
 : -2, 7, 18, 6, 8, 7, -9, 46*
56: O=C(CN1CCCc2ccccc21)N1CCc2ccccc21
 : 1, 0, 11, 7, 0, -2, 11, 12

Later entries.
cpd	Compound	CXCR6 block	UBC13 polyUb	EBI2 block	CCR6 antag	Gli-Sufu block	APJ agonist	ATG4B inhibitor	APJ antagonist
61	Cn1c(=O)c(=O)n(C)c2cc(S(=O)(=O)NCCOc3ccccc3Cl)ccc21	4	-5	6	11	-10	-4	5	40*
62	CC(C)c1ccccc1NC(=O)COC(=O)Cc1ccsc1	-8	-4	-6	5	-8	-1	-14	8
63	COc1ccc(C)cc1NC(=O)c1c([N+](=O)[O-])cnn1C	-10	4	-19	-4	25	-2	-5	2
64	C/C(=N\NC(=O)CNC(=O)c1ccncc1)c1ccc(C)cc1	-7	6	-1	7	-2	-3	-2	1
65	O=C(Nc1sc2c(c1C(=O)O)CCCCC2)c1ccccc1F	-4	-3	0	1	-53	-2	29	-4
66	COc1cc(C(=O)N2CCN(C(=O)c3cccc4ccccc34)CC2)cc(OC)c1OC	4	3	-6	17	4	-3	-7	10
67	O=C(Nc1nc2ccccc2[nH]1)C1CCCO1 (configuration not stated)	1	-2	-5	11	-16	1	-6	12
68	C/C(N)=C(\C#N)C(=O)NCCc1ccccn1	2	-4	-5	5	-1	8	-13	15
69	Cc1nnc(SCCn2c(N3CCCCC3)nc3c2c(=O)n(C)c(=O)n3C)s1	0	-2	2	6	4	-4	-8	1
70	O=C(CCc1nc2ccccc2n1-c1ccccc1)NCCO	-2	9	-11	0	0	-1	7	3
71	COc1ccc(C(=O)N2CCCCCC2)cc1S(=O)(=O)N1CCOCC1	1	0	-3	8	27	1	1	8
72	COC(/C=C/Nc1ccc(Br)cc1)=C(C#N)C#N	0	5	-6	-7	2	-7	-7	3
73	c1coc(CNc2ncnc3[nH]ncc23)c1	2	3	-3	6	-10	-1	6	18

Source: PubChem BioAssay
